NPY Y1 blocker = blocks the human neuropeptide Y Y1 receptor; AID 1040; HEK293-CNG Y1 cells, membrane potential fluorescence; NPY at EC95, then isoproterenol; 200,000 tested, 1% active; inhibition, % at 3.6 µM; P25929;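 active = inhibition above the campaign mean inhibition of all tested compounds plus 3 SD, cut at about 20% in these data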;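 also: 0% = DMSO wells given NPY plus isoproterenol and 100% = isoproterenol alone without NPY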
Target sequence (P25929 whole entry, looked up): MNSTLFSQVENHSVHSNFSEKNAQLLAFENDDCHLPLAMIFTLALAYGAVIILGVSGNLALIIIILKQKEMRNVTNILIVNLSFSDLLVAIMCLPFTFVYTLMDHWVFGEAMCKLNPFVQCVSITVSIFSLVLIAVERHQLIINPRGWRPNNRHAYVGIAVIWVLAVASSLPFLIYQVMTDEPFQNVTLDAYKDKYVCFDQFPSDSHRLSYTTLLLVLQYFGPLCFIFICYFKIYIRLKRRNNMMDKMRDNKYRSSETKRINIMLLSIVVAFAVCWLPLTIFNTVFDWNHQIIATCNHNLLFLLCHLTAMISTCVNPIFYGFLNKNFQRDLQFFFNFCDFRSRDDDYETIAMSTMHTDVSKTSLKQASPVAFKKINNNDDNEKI
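Benchmarks – high control isoproterenol alone, low control NPY with isoproterenol · Material – HEK293 Y1/CNG channel cell line · Times – dye 3 h, compound 60 min room temperature, stimulation 45 min · Probe or stimulus – NPY (25 nM), isoproterenol (1 µM), Ro 20-1724 (25 µM) · Evaluation – % inhibition of NPY effect · Signal – fluorescence, membrane potential probe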
NPY1 pot ag = potentiators or agonists of human neuropeptide Y receptor Y1 | P25929 | NPY-Y1 expressing cells, potentiator/agonist activation | activation, % at 3.6 µM | 220,000 tested, 0.37% active; in the data active = activation above about 33%, passing the limit was not always enough;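 also: cells stimulated with NPY at EC10 then isoproterenol at EC100; 0% = low agonist plus stimulus and 100% = saturating agonist plus stimulus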
RBBP9 inh = inhibitors of human serine hydrolase RBBP9; AID 1515; 220,000 tested, 0.2% active; recombinant RBBP9, FP-Rh probe fluorescence polarization; inhibition, % at 7.94 µM;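 active = inhibition above the campaign mean of all tested compounds plus 3 SD, cut at about 14% in these data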;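 also: plate controls were DMSO wells with RBBP9 for no effect and wells lacking RBBP9 protein for full effect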
Target sequence (O75884 whole entry, looked up): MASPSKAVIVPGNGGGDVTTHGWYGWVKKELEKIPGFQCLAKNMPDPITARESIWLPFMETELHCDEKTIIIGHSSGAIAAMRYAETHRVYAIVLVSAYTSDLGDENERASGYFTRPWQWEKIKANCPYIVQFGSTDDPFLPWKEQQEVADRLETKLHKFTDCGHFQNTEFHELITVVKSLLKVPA
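Test system: recombinant human RBBP9. Quantity: 2.5 µM RBBP9 dispensing solution, before mixing. Detection: FP readout at 525/598 nm. Reagent: Serine-hydrolase probe FP-Rh, 375 nM pre-mixing. Measure: % inhibition. Control set: DMSO-treated enzyme wells and wells lacking RBBP9. Buffer or medium: Tris-NaCl-Pluronic buffer, pH 8.0. Times: preincubation 30 min plus labeling 45 min at 25 °C.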
Ba/F3 V617F tox = loss of viability in JAK2V617F-driven Ba/F3 cells; Ba/F3 EpoR-JAK2V617F viability, ATP luminescence; inhibition, % at 5.6 µM; 220,000 tested, 1.1% active;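 active = inhibition above the campaign mean plus 3 SD over all tested compounds, cut at about 24% in these data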;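 also: cytokine-independent growth of Ba/F3 cells driven by EpoR plus mutant JAK2; 0% = DMSO-treated cells and 100% = JAK inhibitor I control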
NPY2 pot ag = potentiates or activates human NPY-Y2 receptor; P49146; cells expressing NPY-Y2, potentiator/agonist read-out; activation, % at 3.6 µM; 220,000 tested, 0.45% active; in the data active = activation above about 27%;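 also: cells stimulated with NPY near EC25 plus isoproterenol at EC100; 0% = vehicle plus submaximal agonist and 100% = vehicle plus saturating agonist; some results beyond the cut were filed as inactive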
BaF3 tox = counter-screen for JAK2V617F inhibitors: parental Ba/F3 viability inhibitors | CellTiter-Glo ATP luminescence | inhibition, % at 5.6 µM | 220,000 tested, 1.1% active;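 active = inhibition above a per-campaign cutoff, the mean inhibition of all tested compounds plus 3 SD, cut at about 27% in these data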;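 also: 0% = DMSO wells and 100% = JAK Inhibitor I control wells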
S1P4 antagonist = blocks the human S1P4 receptor; inhibition, % at 4.98 µM; 220,000 tested, 0.26% active; O95977; S1P4-expressing cells, antagonist mode, reporter read-out; in the data active = inhibition above about 29%;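 also: 0% = wells stimulated with agonist and 100% = vehicle wells without agonist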
Target sequence (O95977 whole entry, looked up): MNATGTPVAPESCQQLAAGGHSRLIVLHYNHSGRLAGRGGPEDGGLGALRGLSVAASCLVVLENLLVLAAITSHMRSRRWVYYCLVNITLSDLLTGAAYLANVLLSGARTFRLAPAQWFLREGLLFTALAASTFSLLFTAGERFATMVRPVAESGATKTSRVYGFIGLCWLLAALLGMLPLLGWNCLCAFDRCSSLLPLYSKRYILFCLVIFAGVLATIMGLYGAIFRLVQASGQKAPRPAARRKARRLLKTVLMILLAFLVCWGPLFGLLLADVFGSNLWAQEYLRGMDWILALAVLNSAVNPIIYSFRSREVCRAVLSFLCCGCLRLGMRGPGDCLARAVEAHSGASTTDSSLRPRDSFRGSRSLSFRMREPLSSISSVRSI
Runt-CBFb FRET = Runt domain-CBFb interaction inhibition; inhibition, % at 20 µM; Q01196+Q13951; AID 1496; Cerulean-Runt/Venus-CBFb FRET ratio 530/480, 1 h; 220,000 tested, 0.46% active;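 active = inhibition over about 50% at 20 µM in the single-dose screen, limit read from the data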;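 also: 0% = DMSO wells and 100% = excess unlabeled CBFb competitor control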
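Buffer or medium: Tris pH 7.5 buffer with BSA. Assay system: Cerulean-labeled Runt domain protein. Amount: each fluorescent fusion protein 100 nM. Read-out basis: loss of energy transfer signal. Incubation: 1 h compound exposure, room temperature. Probe or stimulus: Venus-CBFb binding partner, 100 nM. Detection: FRET, excitation 422 nm, emission at 530 and 480 nm.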
S1P4 ag = human S1P4 receptor agonism; S1P4-expressing cell line, agonist reporter assay; activation, % at 4.98 µM; 220,000 tested, 0.35% active; AID 1509; in the data active = activation above about 11%;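 also: 0% = DMSO vehicle and 100% = reference agonist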
* marks the source's active call; other numbers are inactive results; / = not tested or not shown.

SMILES	NPY Y1 blocker	NPY1 pot ag	RBBP9 inh	Ba/F3 V617F tox	NPY2 pot ag	BaF3 tox	S1P4 antagonist	Runt-CBFb FRET	S1P4 ag
CCC(C)Nc1nc(SC(C(C)=O)C(C)=O)nc(N(C)C)n1 (centres undefined)	-7	10	-5	-3	9	2	-12	0	-0.2
O=C(NC(Cc1c[nH]c2ccccc12)C(=O)O)c1ccco1 (centres undefined)	4	10	0	-4	-6	2	-16	2	-2.3
O=C(N/N=C\c1cccc(F)c1)c1ccc(Cn2cc(Br)c([N+](=O)[O-])n2)o1	-2	9	-6	-1	-6	14	-1	1	0.3
CCC(c1nnnn1Cc1ccc2c(c1)OCO2)N1CCN(c2ccc(F)cc2)CC1 (centres undefined)	15	1	5	0	9	-1	6	-2	-1.8
CCN(CCC(=O)O)c1ccccc1	1	-24	6	-2	-7	3	17	2	2.1
CC(C)Oc1cccc(C(=O)NC(=S)Nc2ccccc2)c1	-1	-39	0	-6	-19	4	-19	2	-0.8
COc1ccc(CCC(=O)NNC(=S)NCc2ccc(F)cc2)cc1	6	0	-4	1	-7	1	-4	-1	1.4
CCCSc1nnc(Cn2c(=O)sc3ccccc32)n1-c1ccccc1	-1	-3	-4	-1	2	10	-13	2	-1.3
O=c1sc2ccccc2c(N2CCCCC2)c1[N+](=O)[O-]	8	-33	0	0	-25	3	14	-1	-0.9
COc1ccccc1-c1ccc(SCc2ccccc2F)nn1	5	-30	-10	2	-13	9	2	-1	0.9
CC(C)C[C@@H]1NC(=O)[C@H](Cc2ccc(O)cc2)NC(=O)c2cc([N+](=O)[O-])cc(I)c2NCCC[C@@H](C(N)=O)NC1=O	-1	-2	-16	-3	6	9	2	-4	1.1
CC1CC2OC(=O)C3(C)CCCC(C)(C23)C1(O)CCc1ccoc1 (centres undefined)	/	-5	-3	-3	-2	1	-9	0	0.5
CCNC(=S)NNC(=O)c1csc(C(C)C)c1	-2	-10	-2	-4	-2	0	-22	-2	-2.7
Cc1ccc(C(=O)CCCn2nnc(-c3cccnc3)n2)cc1C	14	-18	-7	-2	-13	-1	-6	-1	2.0
Cc1cc(C)n(CC(O)Cn2c3ccccc3c3ccccc32)n1 (centres undefined)	11	-8	-10	2	3	5	3	0	1.4
CCOC(=O)N1CCN(C(=O)CN(c2cc(C(F)(F)F)ccc2Cl)S(C)(=O)=O)CC1	6	-22	-7	2	-8	2	-21	0	1.7
CCOC(=O)CSc1nc(N)c(C#N)cc1C#N	-1	-38	-2	-6	7	2	-6	1	1.4
O=C(NCCSCc1ccccc1)c1ccc(Cl)c(S(=O)(=O)N2CCOCC2)c1	4	-5	-11	-1	-2	3	-17	-3	1.5
COc1ccc(S(=O)(=O)N(C)CC(=O)N2CCOCC2)cc1	0	-2	-1	3	-6	7	-8	3	1.2
Cc1c(C(=O)NNS(=O)(=O)c2ccccc2)sc(=S)n1C	-3	-5	-11	0	3	6	-16	-2	-1.6
CN(C)CCCOC(=O)c1ccc(Cl)cc1Cl	7	23	10	0	-18	2	-8	0	-1.3
COc1ccccc1C(=O)NCCCn1cc(Br)c(C)n1	1	-18	-6	4	-2	5	-14	-1	0.2
CC(=O)Nc1nc(N)n(-c2ccccc2)n1	-2	2	-4	-2	8	2	1	1	0.5
CCC(Sc1nc2cc(OC)c(OC)cc2c(=O)n1Cc1ccc(OC)cc1)C(=O)NCCOC (centres undefined)	0	6	-5	-4	-14	-1	-17	0	4.9
CCCCn1nnnc1SCC(=O)NNC(=O)c1ccco1	0	-6	3	0	0	5	-10	-3	1.7
Cc1ccc(C(C(=O)NC2CCCC2)N2CCc3ccccc32)cc1 (centres undefined)	-1	11	-1	-3	1	3	-2	0	2.7
N/C(=N\OC(=O)COc1ccc2ccccc2c1)c1ccncc1	9	3	-4	3	-23	2	-12	-3	2.6
CCCNS(=O)(=O)c1cc(Cl)ccc1OC	0	8	-6	-1	8	0	1	-1	17*
O=C(O)C(CC1CCCCC1)N1CCS(=O)(=O)CC1 (centres undefined)	3	12	-4	2	10	5	-5	-2	9.1
COc1ccc(NC(=O)c2sc(SCc3ccccc3)nc2N)cc1	4	32	-5	2	-32	0	-8	-1	0.8
CCOC(=O)C1=C(Nc2ccc(Br)cc2)CC(C)(O)C(C(=O)OCC)C1c1ccccc1 (centres undefined)	-3	14	-3	-2	-1	-1	-19	-2	-0.4
COc1ccc(/C=C/C(=O)Nc2ccccc2C(F)(F)F)cc1OC	-1	8	-2	-2	-2	6	-7	-2	2.2
C/C(=N\NC(=O)c1cc(-c2ccncc2)nc2ccccc12)c1ccc(N2CCOCC2)cc1	4	2	-5	0	-15	8	5	1	1.1
COC(=O)c1cc2ccccn2c2c(C(=O)OC)c(C(=O)OC)cc1-2	-4	7	0	4	-10	10	-3	10	0.3
CCCC(C)C(=O)Nc1cc([N+](=O)[O-])ccc1Cl (centres undefined)	17	-4	-1	2	-23	6	-1	5	-0.4
O=C(CN1CCCC1)NCC(=O)Nc1ccc(F)cc1	-2	18	-4	-1	0	6	3	1	2.4
CN1CCN(C(=O)NC2CCCCC2)CC1	6	-1	8	-4	5	2	-4	-1	5.7
Cn1c(=O)c(C(=O)COC(=O)c2cc(C3CC3)nc3ccccc23)c(N)n(Cc2ccccc2)c1=O	6	-49	-14	-1	6	5	-18	-2	0.6
Cc1ccc(C2=Nc3ccc(Br)cc3C(c3ccncc3)=NN2)cc1	7	-10	-9	1	-19	3	4	/	0.6
Cc1nc2cc(Cl)ccc2n1-c1ccccc1	13	0	-7	0	12	3	0	0	1.2
O=C(N/N=C/c1c[nH]c2ccc(Br)cc12)c1ccn(Cc2ccc(Cl)cc2Cl)n1	-8	13	-12	-1	5	5	-14	-1	0.2
O=C(O)/C=C\C(=O)Nc1cc(O)ccc1[N+](=O)[O-]	/	-4	-5	-3	-17	1	-4	3	0.6
Cc1ccc(C2(c3noc(CN4CCC(C(=O)N5CCOCC5)CC4)n3)CCCC2)cc1	8	-3	-5	0	-2	2	2	-3	1.3
O=C(O)C1=C[C@H](c2ccccc2)C[C@H](OCc2ccc(CO)cc2)O1	0	-28	-3	-1	-48	1	7	0	-0.2
O=C(NC12CC3CC(CC(C3)C1)C2)C12CC3CC(C1)CC(n1cnc(Cl)n1)(C3)C2	-2	-10	3	1	-7	0	-7	-4	-0.3
COc1ccc(NC(=O)C23CC4CC(C2)CC(c2ccccc2)(C4)C3)c(OC)c1	3	-35	-9	-1	-22	1	-1	-1	0.3
O=C(CSc1nc(-c2ccccc2)cc(=O)[nH]1)Nc1ccccn1	0	2	-4	5	-11	6	-13	-3	-4.0
CCOC(=O)CSc1cc(-c2ccccc2)nc2ncnn12	/	14	-4	-6	7	2	19	3	-0.9
OC(CNCCC1C=Nc2ccccc21)Cn1c2ccc(Cl)cc2c2cc(Cl)ccc21 (centres undefined)	1	-9	-14	-2	14	3	-3	-3	0.4
Cc1cccc(N2CCN(C(=O)c3ccccn3)CC2C)c1 (centres undefined)	-1	-4	-2	-2	4	0	-18	0	2.3
CCOc1ccc(NC(=O)CCNS(=O)(=O)c2ccc3c(c2)c(=O)n(C)c(=O)n3C)cc1	-2	3	0	1	0	7	-10	0	2.4
Cc1ccc(NC(=S)NCc2ccc3c(c2)OCO3)c(C)c1	6	-9	-14	4	-20	2	1	0	0.0
Cc1ccc(S(=O)(=O)N(C)C)cc1NC(=S)NC1CCCC(C)C1C (centres undefined)	7	4	-5	1	1	3	-3	1	1.2
CCCSc1nc(-n2ncc(C#N)c2N)c2c3c(sc2n1)CCC(C)C3 (centres undefined)	21*	-54	-4	-4	-28	4	-2	1	1.2
CC(C)(Oc1ccc(Cl)cc1)C(=O)NC1CCSC1=O (centres undefined)	2	5	-8	-2	3	2	-9	-1	-0.1
O=C(Nc1ccc(NC(=O)c2ccco2)nc1)c1cccnc1	0	12	-3	0	10	3	-24	0	-0.2
CCOC(=O)c1cc2c(=O)n3ccccc3nc2n(CC(C)C)c1=NC(=O)c1ccco1	6	19	-11	4	8	1	-8	18	8.6
CCc1ccccc1NC(=O)N1CCc2ccccc21	/	-6	5	0	-33	-7	5	1	0.9
Cc1cc(C)c(S(=O)(=O)ON2C(=O)c3ccccc3C2=O)cc1C	1	-8	-5	-7	-3	-1	-27	-3	-0.4
COc1ccc(C(=O)NCC(=O)OCc2csc(-c3ccccc3)n2)cc1	-2	-1	-7	-2	0	1	-11	-2	0.2

Other compounds:
SMILES	NPY Y1 blocker	NPY1 pot ag	RBBP9 inh	Ba/F3 V617F tox	NPY2 pot ag	BaF3 tox	S1P4 antagonist	Runt-CBFb FRET	S1P4 ag
C/C(Cc1ccccc1)=N\NC(=O)c1cccnc1	2	3	-4	-3	5	4	-4	3	-0.4
N#C/C(=C\N1CCCCC1)S(=O)(=O)c1ccc(Cl)cc1	/	5	-2	1	-27	1	3	1	-0.6
c1ccc2[nH]c(CSc3nccs3)nc2c1	3	12	-8	2	-3	5	-15	0	0.5
CC(/C=C/c1ccc2c(c1)OCO2)=N\NC(=O)c1cccc([N+](=O)[O-])c1	4	-5	-8	2	-9	4	-3	2	0.4
Cc1sc2ncn(CC(=O)NCC3COc4ccccc4O3)c(=O)c2c1S(=O)(=O)N1CCOCC1 (centres undefined)	1	-1	-3	-2	-3	2	1	0	0.9
COCCNC(=O)C(=O)NNC(=O)COc1ccc(OC)cc1	1	10	-12	4	-3	6	-5	2	0.3
CC(=O)c1cccc(NC(=O)c2cc3ccccn3n2)c1	-2	-22	-6	0	-3	6	-3	2	2.6
CC(C)CCN(N=O)[C@@H](Cc1ccccc1)CN(N=O)[C@@H](Cc1ccccc1)CN(C)N=O	14	-2	0	-1	10	2	4	-7	-0.9
O=C(Nc1cccc([N+](=O)[O-])c1)Nc1cccc([N+](=O)[O-])c1	-5	15	-13	2	2	3	-16	1	1.8
C=CCNC(=O)/C=C/c1ccc(C(C)C)cc1	5	9	3	-2	8	4	-16	-4	0.9
N#Cc1ccc(CSC2=NCCN2)cc1	2	-2	-4	2	-6	2	-11	1	-0.6
CNC(=O)Nc1cccc(-c2cc(-c3c(Cl)cccc3Cl)no2)c1	/	3	-11	3	15	-1	2	0	4.6

This is a random part of the collection, and some 3.6% of all compounds hit somewhere here.
